# WT yeast gro inh: growth inhibition of WT yeast, mitochondrial fusion screen | hit rate 2.1% among 190,000 | inhibition, % at 10 µM | mitochondrial fusion phenotypic screen, WT strain; in the data active = inhibition above about 58%; tested in S. cerevisiae
# NS5 inhibitors: flavivirus cap methylation enzyme inhibition – biochemical, confirmation dose response, primary screen (AID 588689) | Dengue-2 NS5 methyltransferase capping enzyme assay, biochemical; higher % means a stronger effect | inhibition, % at 25 µM; hits with a dose series show IC50 in µM | hit rate 0.3% among 340,000; in the data active = a potency from the dose series; inconclusive = inhibition above about 29% without an active follow-up result
# Autophagy mod: alters autophagy in cells; MEF GFP-LC3 puncta imaging; test concentration mostly 10 µM; calls only at 10 µM (by protocol); hit rate 0.98% among 190,000; AID 463193;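 active = percentage of spot-positive cells more than 3 SD above its plate mean, without a fluorescence outlier flag or 80% toxicity; inconclusive = no clear call, values can overlap the other calls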;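 also: spot-positive cell cutoff set from DMSO-treated cells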
# LYP phosphatase: PTPN22 lymphoid phosphatase activity blockers – biochemical, fluorescence intensity, uHTS (AID 1779). recombinant LYP phosphatase, fluorescence intensity; higher % means a stronger effect. one-dose inhibition, % at 11.5 µM; IC50 in µM for titrated hits. hit rate 0.054% among 290,000; in the data active = inhibition above about 50%;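 also: plate controls were vehicle with enzyme for no effect and no enzyme for full effect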
# GPR35 arrestin U2OS: GPR35 antagonists blocking zaprinast-driven arrestin recruitment, primary screen, imaging, U2OS, beta-arrestin-GFP, zaprinast agonist (AID 2058) | U2OS GPR35 beta-arrestin-GFP translocation imaging, zaprinast antagonism; higher % means a stronger effect | one-dose inhibition, % at 10 µM; IC50 in µM for titrated hits | hit rate 0.052% among 290,000;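 active = inhibition of at least 50% with at least 30 cells and total cytoplasm GFP at most 10,000,000; inconclusive = under 30 cells or total GFP of 10,000,000 plus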
# RSV CPE inhibition: RSV antiviral activity via CPE protection, HEp-2 cells, primary 10 µM value included (AID 2391). HEp-2 cells, RSV-induced CPE inhibition; higher % means a stronger effect. one-dose CPE inhibition, % at 10 µM; IC50 in µM for titrated hits. hit rate 0.13% among 310,000; in the data active = a potency from the dose series; inconclusive = CPE inhibition mostly from about 23% at the one dose, without a potency; inactive = the rest, 99 in 100 with CPE inhibition below about 21%; also: strong numbers were not always called active
# AID2073: disruptors of CaV2.2 binding to Mint1 – biochemical, HTRF (AID 2073); HTRF protein-protein interaction, Mint1-CaV2.2; higher % means a stronger effect; one-dose inhibition, % at 20 µM; IC50 in µM for titrated hits; hit rate 0.19% among 290,000; in the data active = inhibition mostly above about 51%, no sharp cut-off; inconclusive = no clear call, values can overlap the other calls; inactive = mostly below about 53%; also: some results filed as inactive read as strong as hits
# NTR1 agonist: agonists of NTR1, primary screen, imaging, U2OS cells, beta-arrestin-GFP, high content (AID 493036); P30989; NTR1-U2OS beta-arrestin-GFP spot imaging, agonist mode; activation, % at 20 µM; hit rate 0.17% among 330,000;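 active = activation at or above 40% of the spot to cytoplasm intensity ratio, with at least 20 cells analyzed; inconclusive = wells under 20 cells, flagged as cytotoxic or low count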;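 also: 0% = DMSO without peptide and 100% = 100 nM NTR1 peptide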
# Target sequence (P30989 whole entry, looked up): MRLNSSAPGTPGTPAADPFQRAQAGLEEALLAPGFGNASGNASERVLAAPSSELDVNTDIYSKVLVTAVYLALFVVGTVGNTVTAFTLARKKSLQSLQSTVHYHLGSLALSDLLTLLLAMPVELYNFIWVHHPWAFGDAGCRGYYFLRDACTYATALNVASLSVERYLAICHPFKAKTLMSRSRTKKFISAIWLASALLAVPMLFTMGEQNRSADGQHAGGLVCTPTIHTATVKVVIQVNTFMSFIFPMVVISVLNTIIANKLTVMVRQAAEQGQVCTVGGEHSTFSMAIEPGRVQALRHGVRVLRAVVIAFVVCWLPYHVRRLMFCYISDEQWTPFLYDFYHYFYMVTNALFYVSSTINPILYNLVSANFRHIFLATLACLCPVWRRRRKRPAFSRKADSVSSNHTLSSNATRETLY
# K1F lysis inhibition: protection from phage-mediated lysis, alamar blue read-out – E. coli UTI89, K1F phage, bacterial capsule biogenesis inhibitors (AID 488966); E. coli UTI89 K1F phage lysis, alamar blue, 2 h; higher % means a stronger effect; inhibition, % at 100 µM; hits with a dose series show IC50 in µM; hit rate 0.02% among 340,000;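 active = phage lysis inhibition, versus mean bacterial control, above a set limit; inconclusive = no clear call, values can overlap the other calls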;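 also: capsule biogenesis inhibitors block K1F phage lysis so surviving cells raise fluorescence; higher fluorescence means more inhibition of phage lysis; actives were called in the ten point dose series up to 300 µM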
# WT yeast gro inh mutant strain: also measured in WT yeast gro inh; calls as there; inhibition, %; mitochondrial fusion phenotypic screen, mutant strain inhibition
# Autophagy mod cell loss 18 h: also measured in Autophagy mod; calls as there; toxicity, %; measured here: cell loss, nuclei count;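 cell loss after 18 h compound exposure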
# NTR1 agonist cell count 20 µM: further read-out of NTR1 agonist, marked with its call; cell count; measured here: cell count, cytotoxicity flag
# NS5 inhibitors pilot replicate: further read-out of NS5 inhibitors, marked with its call; inhibition, %; measured here: pilot screen replicate inhibition
# An asterisk follows results filed as active; i = inactive; ? = inconclusive; · = not tested or not shown; [ ] = dose if it differs, or a comment.
# A first look (four entries):
SMILES,WT yeast gro inh,WT yeast gro inh mutant strain,NS5 inhibitors,Autophagy mod,Autophagy mod cell loss 18 h,LYP phosphatase,GPR35 arrestin U2OS,RSV CPE inhibition,AID2073,NTR1 agonist,NTR1 agonist cell count 20 µM,K1F lysis inhibition,others
CNC(=O)c1cc(S(=O)(=O)Nc2ccc(C)cc2C)ccc1C,·,·,4%,·,·,-8%,6%,2.3%,13%,0.4,47,0.5%[50 µM],
Cc1cccn2c(=O)c3cc(C(=O)NCCCn4ccnc4)n(C)c3nc12,4,11,2%,i,-3,-4%,-4%,0.4%,18%,·,·,0.0%,
O=C(Nc1ccccc1C(=O)O)c1cccc(NS(=O)(=O)c2ccc(Br)cc2)c1,·,·,3%,·,·,-6%,-3%,2.2%,16%,·,·,-0.1%,NS5 inhibitors pilot replicate=0.0
CCOC(=O)NC(=O)/C(C#N)=N\Nc1cccc(OC)c1,3,8,0%,i,4,-6%,-5%,4.8%,-3%,0.4,92,-0.2%,

# The list itself, from the start:
SMILES,WT yeast gro inh,WT yeast gro inh mutant strain,NS5 inhibitors,Autophagy mod,Autophagy mod cell loss 18 h,LYP phosphatase,GPR35 arrestin U2OS,RSV CPE inhibition,AID2073,NTR1 agonist,NTR1 agonist cell count 20 µM,K1F lysis inhibition,others
CNC(=O)c1cc(S(=O)(=O)Nc2ccc(C)cc2C)ccc1C,·,·,4%,·,·,-8%,6%,2.3%,13%,0.4,47,0.5%[50 µM],
Cc1cccn2c(=O)c3cc(C(=O)NCCCn4ccnc4)n(C)c3nc12,4,11,2%,i,-3,-4%,-4%,0.4%,18%,·,·,0.0%,
O=C(Nc1ccccc1C(=O)O)c1cccc(NS(=O)(=O)c2ccc(Br)cc2)c1,·,·,3%,·,·,-6%,-3%,2.2%,16%,·,·,-0.1%,NS5 inhibitors pilot replicate=0.0
CCOC(=O)NC(=O)/C(C#N)=N\Nc1cccc(OC)c1,3,8,0%,i,4,-6%,-5%,4.8%,-3%,0.4,92,-0.2%,
COc1ccc(N(CC(=O)Nc2cc(C)ccc2C)S(=O)(=O)c2c(C)noc2C)cc1,·,·,-5%,·,·,-6%,-15%,1.9%,9%,0.2,68,-0.3%,
CC(=O)c1ccc(N2CCN(C(=O)c3c(-c4ccccc4Cl)noc3C)CC2)cc1,·,·,-2%,·,·,2%,-15%,1.4%,2%,-0.8,62,0.0%,
CSCCC(NC(=O)/C(=C\c1ccco1)NC(=O)c1ccco1)C(=O)O (centres undefined),·,·,15%,·,·,-9%,-5%,0.4%,9%,0.8,60,0.3%,
Nc1c(NCCCN2CCOCC2)c2ccccc2oc1=O,-9,-5,-5%,i,-1,-4%,-12%,2.7%,-7%,-1.3,59,1.9%,
CCOc1ccccc1OCC(=O)Nc1ccc(Cl)cc1Cl,30,4,0%,i,7,-10%,2%,1.4%,-1%,-0.1,86,5.8%,
O=C(NCc1ccco1)c1ccc2ccccc2c1,-10,-3,-1%,i,17,15%,-4%,?,10%,0.5,56,2.6%,
C=CCNC(=S)NNC(=O)c1cccn(Cc2ccc(Cl)cc2)c1=O,3,9,-3%,i,7,-7%,9%,3.1%,-46%,1.0,83,0.4%,NS5 inhibitors pilot replicate=-1.2
Cc1ccc(SC[C@H](c2ccccc2)N2CCN(C)CCC2=O)cc1,·,·,-2%,·,·,-7%,-3%,·,-13%,1.1,54,0.6%,
COc1cc(C)ccc1S(=O)(=O)N1CCCCCC1,13,2,·,i,-6,-10%,2%,1.2%,6%,-0.4,12,0.3%,
CN(C)CCN(Cc1ccco1)S(=O)(=O)c1csc(C(N)=O)c1,·,·,-3%,·,·,-3%,-3%,0.3%,16%,0.8,50,0.0%,
Cc1n[nH]c(C)c1S(=O)(=O)N1CCC(C(=O)N2CCn3c2nc2ccccc23)CC1,-3,10,1%,i,-4,-7%,6%,0.6%,-6%,0.6,44,6.6%,
CCc1ccc(NC(=O)CSC2=C(C#N)C(c3ccc4c(c3)OCO4)CC(=O)N2)cc1 (centres undefined),·,·,-2%,i,49,·,·,0.3%,·,3.6,42,4.5%,
CC(C)CSc1nc2c(c(=O)[nH]c(=O)n2C)n1CCc1ccccc1,-10,14,-6%,i,-9,-1%,1%,1.1%,-10%,3.1,44,0.2%,
COc1ccc(NC(=O)COC(=O)c2ccc3c(c2)OCCO3)cc1OC,·,·,3%,·,·,·,·,0.6%,·,3.1,67,0.7%[50 µM],
O=C(Nc1cccc(NC(=O)c2cccnc2)c1)c1cccnc1,6,7,-1%,i,7,-2%,4%,0.7%,-2%,0.8,54,0.2%,
O=S(=O)(NCc1cccs1)c1cccc2cccnc12,2,-2,-9%,i,-2,-2%,7%,1.1%,-5%,1.0,33,6.2%,
CCOC(=O)N(C)S(=O)(=O)c1ccccc1[N+](=O)[O-],-12,13,-11%,i,-1,-10%,6%,-0.3%,-5%,-0.7,59,0.3%,
CC(=O)c1ccc(NS(=O)(=O)c2ccc(CC(C)C)cc2)cc1,-2,15,-2%,i,3,-4%,-8%,-2.0%,1%,-0.8,66,4.1%,
Cc1ccc(CN2CCN(CC(=O)N/N=C/c3c[nH]c4ccccc34)CC2)cc1,-9,-13,-6%,i,-7,-2%,-3%,0.3%,12%,0.1,43,0.3%,
CCn1cc(/C=C(\NC(=O)c2ccccc2F)C(=O)NCCCn2ccnc2)c2ccccc21,·,·,3%,·,·,-6%,-10%,1.2%,-2%,-1.4,68,0.1%,
O=C1CCCCC1C(O)c1ccc(Cl)cc1 (centres undefined),·,·,·,·,·,-8%,-5%,3.5%,-3%,-0.7,48,·,

# Remaining list, next part:
SMILES,WT yeast gro inh,WT yeast gro inh mutant strain,NS5 inhibitors,Autophagy mod,Autophagy mod cell loss 18 h,LYP phosphatase,GPR35 arrestin U2OS,RSV CPE inhibition,AID2073,NTR1 agonist,NTR1 agonist cell count 20 µM,K1F lysis inhibition,others
O=C(CSc1nnc(-c2ccncc2)n1CC1CCCO1)Nc1nccs1 (centres undefined),-9,-9,-5%,i,-3,-2%,16%,1.0%,-9%,-0.9,82,2.1%,
CCCCN(C(=O)c1cc2ccccc2o1)c1c(N)n(CCCC)c(=O)[nH]c1=O,·,·,1%,·,·,·,·,0.1%,·,2.3,47,0.5%[50 µM],
CCCCN(CC)CCNC(=O)c1cc2c(=O)[nH]c3ccc(C)cc3c2s1,·,·,-7%,·,·,-9%,0%,-1.2%,54%,0.3,64,0.0%,
O=C(COC(=O)/C=C/c1ccco1)NCc1ccccc1,1,-1,-5%,i,-2,-4%,12%,-0.1%,14%,3.7,45,0.5%,
COc1cccc(C2=CC(=O)CC(c3ccco3)C2)c1 (centres undefined),·,·,-13%,·,·,·,·,1.5%,·,-4.2,77,0.3%,
CC(NC(=O)CCNS(=O)(=O)c1cccc2nonc12)c1ccccc1 (centres undefined),·,·,-6%,·,·,-10%,-7%,0.8%,16%,1.4,33,-0.2%,
Cc1c(C(=O)Nn2cnnc2)oc2ccccc12,-15,-34,-1%,i,-5,-4%,8%,3.2%,-3%,-0.3,43,-0.8%[50 µM],
CC(=O)Cc1nsc(Nc2ccccc2)n1,-9,-2,-2%,i,-9,-6%,3%,2.0%,-7%,1.4,72,-0.2%,
C=CCNC(=O)CSc1nc2sc(C)c(C)c2c(=O)[nH]1,12,-3,3%,·,·,-4%,10%,-0.9%,3%,-0.5,49,-0.7%,
CCOC(=O)N1CCC(NC(=O)CC2C(=O)NCCN2Cc2ccc(C)cc2)CC1 (centres undefined),·,·,2%,·,·,-8%,-13%,0.4%,-2%,0.7,67,-0.2%,
CN(C)CCCOC(=O)c1ccc(Cl)cc1Cl,20,21,3%,i,-5,0%,-11%,1.5%,0%,-1.4,92,0.1%,
COc1ccccc1N1CCN(CC(=O)Nc2ccc(S(=O)(=O)N3CCCCCC3)cc2)CC1,·,·,-14%,·,·,·,·,2.3%,·,4.7,55,0.1%[50 µM],
O=C(Cc1cccc2ccccc12)NC(=S)Nc1cccc(C(=O)O)c1,-5,-5,·,i,-34,2%,17%,0.4%,6%,0.3,38,0.0%,
COC(=O)c1ccc(COc2ccc3c(c2)CCC3)o1,·,·,7%,·,·,-4%,10%,·,?,0.3,49,0.5%,
O=C(N[C@@H](c1ccccc1)[C@@H]1C[C@H]1C(=O)NCc1ccccn1)OCc1ccccc1,10,-9,-4%,i,-2,0%,-6%,0.8%,0%,3.2,86,2.1%,
O=C(Cc1ccc(Br)cc1)OCC(=O)c1ccc2c(c1)OCCO2,-3,12,-2%,i,2,2%,-12%,0.2%,-5%,0.2,43,-0.3%,
CCN(CC)CCCC(C)NC(=O)c1ccc(C(F)(F)F)cc1 (centres undefined),0,-15,-9%,i,-8,-8%,-3%,-0.2%,8%,-1.0,33,0.9%,
CC(NC(=O)COC(=O)CNS(=O)(=O)/C=C/c1ccccc1)c1ccccc1 (centres undefined),·,·,-1%,·,·,·,·,0.7%,·,-1.5,66,1.5%[50 µM],
Cc1ccccc1NC(=O)Cn1c(NCC(C)O)nc2ccccc21 (centres undefined),8,3,-11%,i,5,-1%,-12%,0.9%,11%,-1.2,85,0.4%,
Cc1ccc(-c2nn(-c3ccc(F)cc3)cc2C(=O)NC2CCC(O)CC2)cc1 (centres undefined),·,·,4%,·,·,·,·,-0.5%,·,0.5,59,0.7%[50 µM],
Cc1ccccc1C(=O)OC1OC(=O)C(Cl)=C1Nc1ccccc1 (centres undefined),31,3,·,i,-14,3%,-16%,9.8%,2%,2.5,48,·,
CCc1nnc(NC(=O)c2cc(C)oc2C)s1,·,·,-5%,·,·,-6%,9%,1.0%,4%,0.5,61,0.0%,
CC(C)(C)n1nc2c(c1NC(=O)C1CC(=O)N(c3ccc(Cl)cc3)C1)CS(=O)(=O)C2 (centres undefined),·,·,-3%,·,·,-12%,-12%,-0.1%,18%,-0.2,59,1.1%[50 µM],
CN1CCN(C(=O)c2ccc(CNS(=O)(=O)c3cccc(Cl)c3)cc2)CC1,·,·,-3%,·,·,-10%,-5%,-0.7%,5%,-0.2,62,0.1%[50 µM],
Cc1cc(C)cc(NC(=O)NCC2CCN(Cc3cc(C)ccc3C)CC2)c1,·,·,-1%,·,·,-2%,15%,1.0%,14%,5.3,60,1.1%[50 µM],
COc1ccc(CNC(=O)COc2ccc(F)cc2)cc1,-11,8,-4%,i,8,4%,-3%,1.2%,-4%,0.2,48,0.6%,

# High-throughput results as filed in PubChem.
